# Assay outcomes from PubChem.
# tim10-1 inh: growth inhibitors of tim10-1 mutant yeast. inhibition, % at 20 µM. 330,000 compounds, 2.2% hits. S. cerevisiae tim10-1 ts strain growth, BacTiter-Glo, 24 h;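 active = inhibition of at least 40%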;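 also: mutant grown at 25 °C; 0% = DMSO wells with yeast and 100% = wells holding no yeast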
# hIAP activ: human IAP activation; purified human IAP, CDP-Star luminescence, 30 min; active compounds read high; 1 = vehicle-only enzyme, 0 = enzyme-free background; activation factor at 10 µM; P09923; 330,000 compounds, 0.16% hits;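 active = activation factor of the enzyme at least 2-fold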; also: the source names both 10 and 20 µM as test concentration; values of inactives mirror those of a sister screen read the other way
# Target sequence (P09923 whole entry, looked up): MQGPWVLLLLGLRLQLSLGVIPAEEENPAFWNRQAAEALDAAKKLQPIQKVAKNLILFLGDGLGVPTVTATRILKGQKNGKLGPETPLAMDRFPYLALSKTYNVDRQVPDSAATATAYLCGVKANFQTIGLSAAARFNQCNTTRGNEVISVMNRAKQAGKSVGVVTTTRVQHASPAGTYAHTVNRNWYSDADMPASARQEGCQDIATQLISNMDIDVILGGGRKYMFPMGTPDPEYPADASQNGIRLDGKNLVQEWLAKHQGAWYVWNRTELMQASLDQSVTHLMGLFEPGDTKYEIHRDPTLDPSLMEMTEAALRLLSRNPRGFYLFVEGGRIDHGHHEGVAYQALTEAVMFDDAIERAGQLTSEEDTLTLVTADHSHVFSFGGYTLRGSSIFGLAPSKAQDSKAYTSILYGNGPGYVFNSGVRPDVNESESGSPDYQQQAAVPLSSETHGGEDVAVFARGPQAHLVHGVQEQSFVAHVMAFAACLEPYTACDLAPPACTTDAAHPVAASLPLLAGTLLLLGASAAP
# mIAP act: increases mouse intestinal alkaline phosphatase activity; activation factor at 10 µM; 330,000 compounds, 0.24% hits; muIAP, CDP-Star luminescence, 30 min; active compounds read high; 1 = vehicle-only enzyme signal, 0 = enzyme-free wells; AID 2805;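 active = activation factor of at least 2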; also: the source names both 10 and 20 µM as test concentration; values of inactives mirror those of a sister screen read the other way
#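 System: mouse IAP enzyme. Reagent: CDP-Star chemiluminescent phosphatase substrate. Benchmarks: DMSO wells, no-enzyme wells. Times: 30 min enzyme-substrate-compound incubation at room temperature. Detection: luminescence from enzymatic CDP-Star hydrolysis. Doses: test compounds delivered from DMSO solution.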
# Apaf-1 inh: human Apaf-1 inhibition | inhibition, % at 20 µM | O14727 | reconstituted apoptosome caspase-3 activity, DEVD-Rh110 fluorescence | 330,000 compounds, 0.71% hits; active = inhibition of at least 40% at 20 µM;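 also: plate controls were DMSO wells for no effect and DEVD-CHO caspase inhibitor wells for full effect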
#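 detection = Rh110 fluorescence intensity | test system = biochemical Apaf-1 apoptosome reconstitution | also added = cytochrome c and DEVD-Rh110 substrate | schedule = 30 min plus 50 min, RT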
# hIAP block: human IAP inhibition | purified IAP, CDP-Star luminescence, 30 min | P09923 | 330,000 compounds, 0.12% hits | inhibition, % at 10 µM;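 active = inhibition reaching a set limit with compound at 10 µM in the primary screen, cut at about 35% in these data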;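 also: plate controls were DMSO wells with enzyme for no effect and no-enzyme buffer wells for full effect; values of inactives mirror those of a sister screen read the other way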
# NLRP3 yeast inh: blocks the NALP3 inflammasome reconstituted in yeast | Yeast reconstituted NLRP3/ASC/caspase-1, beta-gal luminescence, 24 h | inhibition, % at 10 µM | 330,000 compounds, 0.39% hits;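 active = inhibition of 50% or more; inactive = inhibition below 50%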;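 also: plate controls were induced DMSO wells for no effect and uninduced yeast grown without galactose for full effect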
# ATG4B inhibitor: inhibitors of human ATG4B cysteine protease; ATG4B cleavage of LC3-PLA2, NBD-HPC fluorescence, 1 h; AID 504462; 340,000 compounds, 0.51% hits; inhibition, % at 8.33 µM; in the data active = inhibition above about 40%
# Target sequence (Q9Y4P1 whole entry, looked up): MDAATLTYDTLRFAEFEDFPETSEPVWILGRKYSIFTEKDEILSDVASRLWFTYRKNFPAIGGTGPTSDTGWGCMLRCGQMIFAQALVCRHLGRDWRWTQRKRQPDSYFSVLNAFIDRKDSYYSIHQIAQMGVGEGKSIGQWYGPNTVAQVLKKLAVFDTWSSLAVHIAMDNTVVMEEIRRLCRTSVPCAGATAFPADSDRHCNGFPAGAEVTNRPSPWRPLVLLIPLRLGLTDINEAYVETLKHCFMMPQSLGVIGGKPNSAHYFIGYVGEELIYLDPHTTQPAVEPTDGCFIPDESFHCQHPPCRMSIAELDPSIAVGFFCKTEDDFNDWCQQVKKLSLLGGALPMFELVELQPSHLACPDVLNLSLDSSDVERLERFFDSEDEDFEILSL
# mIAP inh: blocks mouse intestinal alkaline phosphatase; purified mouse IAP, CDP-Star luminescence, 30 min; 330,000 compounds, 0.2% hits; inhibition, % at 10 µM; AID 2806;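 active = inhibition of at least 40% at 10 µM in the primary screen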;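 also: plate controls were DMSO with enzyme for no effect and no enzyme wells for full effect; values of inactives mirror those of a sister screen read the other way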
# TIM10 inh: growth inhibitors of TIM10 yeast strain. inhibition, % at 10 µM. 330,000 compounds, 1.4% hits. S. cerevisiae TIM10 strain growth, BacTiter-Glo luminescence, 24 h;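 active = inhibition of 40% or more at the single tested concentration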;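 also: wild-type TIM10 isogenic control strain grown at permissive 25 °C; 0% = DMSO yeast wells and 100% = minimal medium wells without yeast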
# Numbers without * were called inactive; · = not tested or not shown.
Compound	ATG4B inhibitor	Apaf-1 inh	hIAP block	NLRP3 yeast inh	hIAP activ	TIM10 inh	mIAP act	mIAP inh	tim10-1 inh
CC(C)CN(CC(C)C)CC(O)COc1ccc([N+](=O)[O-])cc1 (stereo not given)	8	-2	2	15	0.98	-19	1.1	-8	-8
O=S(=O)(c1ccccc1)N1CCN(C2CCN(Cc3ccccc3)CC2)CC1	5	-3	25	0	0.75	-52	1	-3	-35
C=CCn1c(COc2ccccc2F)nnc1SCCN1C(=O)c2ccccc2C1=O	-5	2	15	-4	0.85	2	0.97	3	22
C=C1C(C(=O)Nc2ccc(OCC)cc2)C1C(=O)Nc1ccc(OCC)cc1 (stereo not given)	-11	-17	-9	-4	1.1	-20	0.94	6	1
COc1cc2c(cc1OC)CN(Cc1cc(=O)n3cc(C)ccc3n1)CC2	-14	30	5	-4	0.95	23	0.9	10	10
CCOCCCNC(=O)c1cc2c(s1)-c1ccccc1SC2	-3	6	15	23	0.85	4	0.95	5	28
COc1ccccc1CNC(=O)C(NC(=O)Nc1ccccc1)C(C)C (stereo not given)	-3	5	-2	15	1	11	0.97	3	8
COc1cccc(/C=N/Nc2ccc(Cl)nn2)c1OC	-15	-6	-4	15	1	7	0.94	6	25
COc1ccc(NC(=S)N(CCCN2CCC(C)CC2)Cc2cccs2)cc1	8	-12	-10	2	1.1	5	1	-5	5
COCC(=O)Nc1ccc(C(C)C)cc1	-4	-13	-13	8	1.1	-8	1	-4	-10
Cc1cccc(NC(=O)Cn2cnc3c(oc4nc5c(cc43)COC(C)(C)C5)c2=O)c1	2	-6	-2	7	1	4	1.1	-6	13
CN(C)C(=O)N1CCN(c2nc(-c3ccccc3)cs2)CC1	1	-7	-1	16	1	-1	0.89	11	6
CCOc1ccc(S(=O)(=O)N(CC)CC(=O)NCc2ccccn2)cc1C	2	5	-20	6	1.2	-3	1	-4	15
CC(C)(C)OC(=O)NCc1n[nH]c(=S)n1C1CC1	-2	-2	4	-5	0.96	-10	1.1	-7	-4
O=C(NC1CCCCCCC1)c1cccnc1	5	-10	-6	14	1.1	-5	0.95	5	12
Cc1cc(S(=O)(=O)NC(C)c2nnc3ccccn23)ccc1Br (stereo not given)	-10	-11	0	-6	1	3	1.1	-6	12
O=C(NCCCNC(=O)c1ccc(F)cc1)c1ccc(F)cc1	-1	-2	-25	13	1.2	-4	1.1	-8	-16
O=C1C(=O)N(CCN2CCOCC2)C(c2ccc(Cl)cc2)/C1=C(/O)c1ccc(S(=O)(=O)N2CCOCC2)cc1 (stereo not given)	7	3	-6	21	1.1	-13	1.1	-15	8
CN(CC(=O)NCCN1CCN(Cc2ccccc2)CC1)S(=O)(=O)c1cccc2nsnc12	-12	5	-12	-1	1.1	17	0.9	10	7
CC(C)Sc1nnc([C@H](C)NC(=O)OC(C)(C)C)o1	-4	3	14	18	0.86	-2	0.93	7	3
COCCn1c(C)cc(C2=NNC(=Nc3ccccc3)SC2)c1C	6	5	0	-1	1	16	0.84	16	25
O=C(NCc1cccnc1)C(=O)NCC1OCCCN1S(=O)(=O)c1ccccc1 (stereo not given)	0	1	19	-4	0.81	-20	1	0	4
Cc1nnc2c3ccccc3c(-c3ccccc3)nn12	2	10	-1	7	1	19	1	-4	3
Cc1ccccc1/C=N/Nc1ccc(Cl)nn1	3	6	-7	31	1.1	-17	0.89	12	-12
O=C(NCC1CCCO1)C1CCN(S(=O)(=O)c2cc(Cl)ccc2Cl)CC1 (stereo not given)	-2	7	-5	-13	1.1	-20	1.1	-9	-3
COc1cc2c(cc1NC(=O)CSc1ccccn1)oc1ccccc12	1	16	-16	1	1.2	23	0.91	9	33
CCc1ccccc1NC(=O)CCN1C(=O)c2ccccc2C1=O	0	2	19	6	0.81	1	1	-2	1
Cc1cc(N2CCOCC2)c(F)cc1C(=O)c1ccccc1	-9	7	1	22	0.99	-3	0.97	3	-1
O=C(O)COCC(=O)Nc1ccc(-n2cnnn2)cc1	-2	-2	0	1	1	7	0.94	6	3
COc1cc(NC(=O)/C=C/c2ccccc2[N+](=O)[O-])cc(OC)c1	6	-1	-11	16	1.1	13	0.83	17	10
CCOc1ccc(C(Nc2ccc(C)cc2)P2(=O)OCCCO2)cc1 (stereo not given)	-6	-11	-21	4	1.2	12	1	-4	2
COC(=O)C(C)Sc1nnc(Cc2cc(=O)[nH]c(=O)[nH]2)n1-c1ccc(Cl)cc1 (stereo not given)	·	-12	1	-6	0.99	2	0.97	3	-4
Cc1ccc2[nH]c3c(c2c1)CCc1cn[nH]c1-3	-7	20	-21	-12	1.2	14	0.88	12	-29
CCCCCN(C(=O)CCC(=O)OCCOc1ccc(OCC)cc1)c1c(N)n(CCCC)c(=O)[nH]c1=O	2	5	6	11	0.94	8	1.1	-8	17
COc1ccc(C)cc1S(=O)(=O)N1CCC(C(=O)NC2CCCC2)CC1	2	-7	10	12	0.91	8	0.92	8	-6
COc1cc(CN2CCN(c3ccc(C)cc3)CC2)cc([N+](=O)[O-])c1O	8	-16	-1	-2	1	-16	0.94	6	-1
CCc1ccc(-c2nc(SCC(=O)N(C)C3CCS(=O)(=O)C3)n[nH]2)cc1 (stereo not given)	-6	1	15	3	0.85	-1	1	0	-7
Cc1nn(CCc2n[nH]c(=S)n2-c2ccc(F)cc2)c(C)c1[N+](=O)[O-]	0	-14	7	11	0.93	3	0.9	10	15
CC1=NNC(=O)C1CCC(=O)N/N=C/C=C/c1ccccc1 (stereo not given)	-4	-9	16	-7	0.84	12	0.93	7	7
C=CCn1c(SCc2c(C(=O)OC)sc(N)c2C(=O)OC)nnc1-c1ccc(Cl)cc1	-22	10	3	-7	0.97	14	0.97	3	15
COC(=O)c1ccccc1OCCOCCOc1cccc2ccc(C)nc12	-2	13	-10	2	1.1	-20	1	0	31
Clc1ccc(-c2nnc(-c3ccccc3)nc2N2CCSCC2)cc1	-20	22	1	-6	0.99	24	0.92	8	29
O=C(/C=C/c1ccc([N+](=O)[O-])cc1)OCC(=O)N1c2ccccc2Sc2ccccc21	0	0	3	5	0.97	17	0.93	7	15
CCCOc1ccc(Cc2nc(N)nc(N)n2)cc1	-10	-20	-11	14	1.1	7	0.95	5	21
O=C(COC(=O)CCNS(=O)(=O)c1ccccc1)Nc1ccc(OC(F)F)cc1	1	2	-3	12	1	7	1.1	-7	12
COc1cccc(NC(=O)CN(C)C(=O)c2ccc(-n3cncn3)c([N+](=O)[O-])c2)c1	7	-15	2	14	0.98	-3	0.94	6	-12
CC(C)CN(C(=O)CN1CCC(C)CC1)c1c(N)n(CC(C)C)c(=O)[nH]c1=O	-1	0	-7	27	1.1	-15	0.99	1	3
CN1CCN(C(=O)/C(=C/c2cccs2)NC(=O)c2ccco2)CC1	0	-7	8	18	0.92	14	0.91	9	2

# Just TIM10 inh and NLRP3 yeast inh, for some of the entries so far:
molecule,TIM10 inh,NLRP3 yeast inh
C=CCn1c(SCc2c(C(=O)OC)sc(N)c2C(=O)OC)nnc1-c1ccc(Cl)cc1,14,-7
COC(=O)c1ccccc1OCCOCCOc1cccc2ccc(C)nc12,-20,2
Clc1ccc(-c2nnc(-c3ccccc3)nc2N2CCSCC2)cc1,24,-6

# The list goes on:
Compound	ATG4B inhibitor	Apaf-1 inh	hIAP block	NLRP3 yeast inh	hIAP activ	TIM10 inh	mIAP act	mIAP inh	tim10-1 inh
O=C(Nc1ccccc1N1CCOCC1)c1ccc2ccccc2n1	-9	28	12	19	0.88	15	0.94	6	41*
CCCCNC(=O)Nc1nc2ccc(CC)cc2s1	10	-16	3	18	0.97	40	1	-4	35
CN(C)S(=O)(=O)c1ccc2nc(NC(=O)c3cccnc3)sc2c1	-4	2	15	3	0.85	3	1	-1	10
Cc1ccc(S(=O)(=O)n2[nH]c(=O)c(CCO)c2C)cc1	-1	-4	12	8	0.88	5	0.98	2	0
Cn1c(=S)ccc2ccccc21	-3	-9	10	-3	0.9	9	0.9	10	0
Cc1cc(NC(=O)COC(=O)c2oc3c(ccc4ccccc43)c2C)no1	11	0	-1	2	1	8	0.87	13	-2
O=c1c(/C=N/O)coc2ccc3ccccc3c12	-6	15	5	30	0.95	18	1.1	-10	24
COc1ccc(OCCNC(=O)Nc2cc(F)c(F)cc2Cl)cc1	-1	6	-11	9	1.1	5	1.9	-86	16
C/C(CC(=O)Nc1ccc(Br)cc1)=N\NC(=O)c1cccc(O)c1	-1	13	10	9	0.9	11	1.1	-12	11
O=C1CCN(Cc2ccccc2)CCN1[C@H](COc1ccccc1)c1ccccc1	-7	22	-9	-8	1.1	-8	1.1	-14	31
Cc1cc2ccccc2n1CCNC(=O)c1cccs1	-2	16	-8	19	1.1	9	1.1	-5	11
CCN(CC)c1ccc(/C=N/NC(=O)c2cccc(S(=O)(=O)N3CCOCC3)c2)c(O)c1	-11	-25	-99	7	2	7	0.84	16	23
CC(C)c1cc(C(C)C)c(S(=O)(=O)N2CCNCC2)c(C(C)C)c1	-6	6	-37	12	1.4	-4	1.1	-6	22
CCOc1ccc(CC(=O)Nc2c3c(nn2C(C)(C)C)CS(=O)(=O)C3)cc1	-6	-2	10	14	0.9	10	1	-1	5
O=C(CCc1c[nH]c2ccccc12)NCCc1ccc(Cl)cc1	-7	4	-29	32	1.3	12	0.99	1	30
Cc1ccccc1CNC(=O)c1ccc(CSCc2ccccc2)cc1	49*	23	-3	27	1	26	1.1	-8	16
C/C=C/C1=CC(=O)C[C@H](c2ccc(F)cc2)C1	0	2	-10	-9	1.1	7	1	-2	4
COc1ccc(NC(=S)NC2CCCCC2)cn1	-7	-19	3	1	0.97	14	1	-3	26
C[C@H](NC(=O)c1ccc(C(C)(C)C)cc1)C(=O)N1CCN(C/C=C/c2ccccc2)CC1	-39	43*	-14	37	1.1	23	1	0	4
O=S(=O)(Nc1ccc(Cl)cn1)c1cccs1	-11	2	2	17	0.98	3	0.92	8	9
COc1ccc(CN2CC(=O)N(c3ccc(Cl)cc3)C2=S)cc1OC	-6	8	0	32	1	-3	1	-1	36
Cc1cnc(NC(=O)c2sc(Nc3ccccc3)nc2N)o1	-4	-12	0	-3	1	36	1.1	-6	-2
O=C1C(Cc2ccccc2)NC(=S)N1c1ccccc1 (stereo not given)	4	-13	12	-25	0.89	16	1	0	30
COc1ccc(Cc2nnc(NC(=O)c3cccc(C)c3)s2)cc1	2	12	14	25	0.86	5	0.97	3	-6
c1ccc2oc(-c3ccn[nH]3)cc2c1	-7	-5	-4	18	1	1	0.99	1	3
O=C1OCCN1C(=O)[C@H]1[C@H](c2ccccc2)C(c2ccccc2)=NN1c1ccc(Br)cc1	-1	9	·	·	·	12	1	-2	26
CCOC(=O)c1c(NC(=O)CN2C(=O)c3ccccc3C2=O)sc(Cc2ccc3c(c2)OCO3)c1C	-15	-20	20	18	0.81	1	0.87	13	-5
Cc1ccc(C(=O)NNC(=O)Cc2cccs2)cc1	11	7	8	10	0.92	-2	0.85	15	-16
